Bioassay records as filed in PubChem BioAssay.
Kir21 inh – blocks the mouse Kir2.1 inward-rectifier potassium channel; P35561; AID 1672; 310,000 compounds, 0.85% hits; B-score at 10 µM; HEK293-Kir2.1, FluxOR thallium flux fluorescence; hits give low values;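 active = fluorescence ratio B-score at or below minus 3 SD of library scores, with starting-brightness B-score within 2 SD, cut at about -4.2 in these data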;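 note: channel flux triggered by added potassium and thallium sulfate stimulus; B-score of peak minus minimum fluorescence over baseline after thallium stimulus; more negative B-score means stronger Kir2.1 block with less thallium influx; some compounds called inactive have numbers as strong as hits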
KCNQ2 inh – KCNQ2 channel blockers in CHO-K1 cells – cell-based, FluxOR thallium flux, B-score, primary screen (AID 2156); 20 min; hits give low values; B-score at 10 µM; 310,000 compounds, 1.1% hits;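 active = fluorescence ratio B-score at most minus 3 library SDs, with starting brightness B-score within 2 library SDs, cut at about -5.5 in these data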
Target sequence (O88943 whole entry, looked up): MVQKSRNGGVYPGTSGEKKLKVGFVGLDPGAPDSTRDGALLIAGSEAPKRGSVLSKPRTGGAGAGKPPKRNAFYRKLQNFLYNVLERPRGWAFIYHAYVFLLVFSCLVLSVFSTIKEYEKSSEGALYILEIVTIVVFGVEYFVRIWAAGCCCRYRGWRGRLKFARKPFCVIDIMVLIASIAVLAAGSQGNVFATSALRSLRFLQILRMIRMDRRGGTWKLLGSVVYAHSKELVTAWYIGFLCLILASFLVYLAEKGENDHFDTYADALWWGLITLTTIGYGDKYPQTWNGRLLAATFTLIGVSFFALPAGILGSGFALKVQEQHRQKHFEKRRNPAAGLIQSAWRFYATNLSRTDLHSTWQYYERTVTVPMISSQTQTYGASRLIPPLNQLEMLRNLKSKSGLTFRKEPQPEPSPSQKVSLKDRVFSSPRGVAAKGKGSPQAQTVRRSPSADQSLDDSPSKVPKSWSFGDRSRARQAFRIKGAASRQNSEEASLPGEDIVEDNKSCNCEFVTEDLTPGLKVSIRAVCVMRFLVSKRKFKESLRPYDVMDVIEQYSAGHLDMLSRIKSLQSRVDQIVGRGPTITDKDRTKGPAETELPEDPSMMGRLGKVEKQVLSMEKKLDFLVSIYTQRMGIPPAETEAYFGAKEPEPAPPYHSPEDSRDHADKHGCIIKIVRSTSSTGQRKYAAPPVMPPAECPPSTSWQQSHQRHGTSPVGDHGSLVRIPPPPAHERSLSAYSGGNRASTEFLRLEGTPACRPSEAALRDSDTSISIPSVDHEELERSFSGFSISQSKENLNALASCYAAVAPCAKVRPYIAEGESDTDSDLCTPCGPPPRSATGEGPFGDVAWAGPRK
The depositor's hits bear a star; i = inactive.

SMILES	Kir21 inh	KCNQ2 inh
COC(=O)Cc1ccc(NC(=S)N2CCN(c3cc(Cl)ccc3C)CC2)cc1	-1.79	i
COc1ccc(NC2=NCC(=O)N2Cc2cccs2)cc1	-1.96	i
Cc1ccc(C)n1NC(=O)c1ccc(Cl)cc1	-0.28	i
CCOC(=O)N1CCN(C(=O)CS(=O)Cc2nc(-c3ccc(OC)c(OC)c3)oc2C)CC1 (stereo not drawn)	-0.1	i
Cc1ccc(S(=O)(=O)N(C)CC(O)Cn2c3ccccc3c3ccccc32)cc1 (stereo not drawn)	-1.68	i
O=C(CSc1ccc(F)cc1)Nc1ccc(N2CCOCC2)cc1	-1.56	i
COC(=O)c1ccc(Cc2ccc(C(=O)OC)o2)o1	2.55	i
CC(=O)N/N=C(\C)c1cccc(C(F)(F)F)c1	0.3	i
O=C(NCc1nnc(SCC(=O)N2CCCC2)o1)c1c(F)cccc1F	-0.36	i
Cc1cc(C)nc(SCC(=O)Nc2ccc(S(=O)(=O)NCCO)cc2)n1	0.11	i
O=C1CC(C(=O)Nc2ccc(Cl)c(Cl)c2)S/C(=N\N=C\c2ccco2)N1 (stereo not drawn)	-0.16	i
CCCC[C@@H](CNC)NC[C@H](Cc1ccc(O)cc1)NCCc1ccc(OCC)cc1	-2.21	i

One compound at a time (already shown). Order of values: Kir21 inh	KCNQ2 inh
`O=C(CSc1ccc(F)cc1)Nc1ccc(N2CCOCC2)cc1` is listed with -1.56	i
`Cc1cc(C)nc(SCC(=O)Nc2ccc(S(=O)(=O)NCCO)cc2)n1` is listed with 0.11	i
`O=C(NCc1nnc(SCC(=O)N2CCCC2)o1)c1c(F)cccc1F` is listed with -0.36	i
`COc1ccc(NC2=NCC(=O)N2Cc2cccs2)cc1` is listed with -1.96	i
`Cc1ccc(S(=O)(=O)N(C)CC(O)Cn2c3ccccc3c3ccccc32)cc1` (stereo not drawn) is listed with -1.68	i

Following part
SMILES	Kir21 inh	KCNQ2 inh
COc1ccc(C(=O)COC(=O)COc2ccc(C)c(C)c2)cc1	-1.7	i
CC(C)N1CN(c2ccccc2)C(=S)N(c2ccccc2)C1	1.16	i
COc1ccc(-c2nnc3n2N=C(C)CS3)cc1OC	-0.06	i
C[C@]12CC[C@@H]3c4cc(O)c(O)cc4CC[C@H]3[C@@H]1CC[C@@H]2O	-0.79	i
Cc1ccccc1N1C(=O)CC(N2CCC(C(N)=O)CC2)C1=O (stereo not drawn)	0.17	i
O=C(Cn1c2ccccc2c2nc3n(c(=O)c21)CCS3)Nc1ccccc1	-1.02	i
CCc1nnc(NC(=O)c2ccc(N3C(=O)CCC3=O)cc2)s1	0	i
COc1ccc(NS(=O)(=O)c2cn(C)cn2)cc1Cl	1.29	i
Cc1c(Br)c([N+](=O)[O-])nn1CC(=O)Nc1ccc(C(C)C)cc1	-0.68	i
COC(=O)c1ccc(-n2c(C)cc(C(=O)CSc3cccc[n+]3[O-])c2C)cc1	-1.4	i
COc1ccccc1-c1cc2ccccc2[nH]1	-0.36	i
CCCNC(=O)Cn1nc(C(F)(F)F)c2c1CCCC2	0.29	i
Cn1ncc2c(Nc3ccc([N+](=O)[O-])cc3)nc(Cl)nc21	-0.02	i
C[C@H](NC(=O)c1nc[nH]c1C(=O)NCC(=O)OCc1ccccc1)C(=O)OCc1ccccc1	0.46	i
CCn1c(SCC(=O)Nc2nccs2)nnc1-c1ccco1	1.38	i
O=C(NCCOc1cccc(Oc2ccccc2)c1)c1cc(-n2cnnc2)ccc1Cl	-0.04	i
Cc1ccc([N+](=O)[O-])cc1NC(=O)C(C)Sc1nnc(C)n1CC1CCCO1 (stereo not drawn)	1.42	i
CCOC(=O)CC1C(=O)NCCN1C(=O)c1ccc(C)cc1 (stereo not drawn)	-1.52	i
COc1cccc(/C=N/n2c(N)c(S(=O)(=O)c3cccs3)c3nc4ccccc4nc32)c1	1.31	i
COc1cccc(C(=O)N2c3cc(C)ccc3OCC2C(C)(C)C)c1 (stereo not drawn)	-1.18	i
Clc1ccc(Cl)c(OCCCCNCc2ccccc2)c1	-12.2*	i
CCCCC(CC)CNC(=O)C(Cc1ccccc1)NS(=O)(=O)c1ccc2c(c1)CCC(=O)N2 (stereo not drawn)	0.58	i
O=C(NC1CCN(Cc2ccccc2)CC1)c1cn(-c2ccccc2)nc1-c1cccnc1	-0.76	i
O=c1c2ccc([N+](=O)[O-])cc2ncn1Cc1ccccc1C(F)(F)F	1.3	i
NS(=O)(=O)c1cccc(NC(=O)C(Cc2ccccc2)NC(=O)c2ccccc2)c1 (stereo not drawn)	-1.05	i
CCOC(=O)C1C(=O)CC(C)(O)C(C(=O)OCC)C1c1ccc(Br)cc1 (stereo not drawn)	-1.33	i
COc1ccc(/C=C/C(=O)c2sc(-c3ccccc3)nc2C)cc1	1.08	i
CCOC(=O)/C=c1\s/c(=C\c2ccccc2C)c(=O)n1CC(=O)NCc1ccc2c(c1)OCO2	-0.51	i
O=C(CN(Cc1ccccc1)C(=O)CCC(=O)Nc1nccs1)NCc1ccco1	-0.12	i
O=C(C1CCN(S(=O)(=O)N2CCC3(CC2)OCCO3)CC1)N1CCN(Cc2ccccc2)CC1	0.28	i
CC(NC(=O)c1ccco1)c1nc(-c2ccccc2)no1 (stereo not drawn)	0.33	i
CN(C)c1ccc(/C=C/C(=O)c2ccccc2)cc1[N+](=O)[O-]	1.58	i
Cc1ccccc1-n1nnnc1SCC(=O)N(C)C1CCS(=O)(=O)C1 (stereo not drawn)	1.1	i
Oc1c(C(c2cccs2)N2CCC3(CC2)OCCO3)sc2ncnn12 (stereo not drawn)	-1.39	i
COC(=O)C1=C(C(=O)OC)[C@@H]2N(C)c3ccccc3[C@@]23C[C@@H](C(=O)OC)N(C(=O)c2cccs2)C3=N1	0.36	i
CN(C)S(=O)(=O)c1ccc(N2CCCC2=O)c([N+](=O)[O-])c1	-0.18	i
CCCCNC(=O)C(=O)N/N=C/c1ccc(OCC(=O)Nc2cccc(OC)c2)c(OC)c1	-1.96	i
O=C(NCCN1CCOCC1)C(=O)NCC1OCCCN1S(=O)(=O)c1ccc(F)cc1 (stereo not drawn)	-0.94	i
O=C(c1ccc2nccnc2c1)N1CCN(c2ccccc2)CC1	-1.63	i
Cc1cc(C(=O)N/N=C2\CC(=O)CC(C)(C)C2)c(C)n1-c1ccc(F)cc1	-0.03	i
CCC12CN(C(=O)c3ccc(C)cc3)CC(CC)(CN(C(=O)c3ccc(C)cc3)C1)C2=O	-1.31	i
COc1ccc2cc(CN(CC3CCCO3)C(=S)NCc3ccco3)c(=O)[nH]c2c1 (stereo not drawn)	0.7	i
COc1ccc(CNC(=O)C(c2cccs2)N(Cc2ccco2)C(=O)Cc2cccs2)cc1 (stereo not drawn)	-1.4	-14*
c1ccc(-c2nc3c([nH]2)CCc2nonc2-3)cc1	0.65	i
CNC(=O)NC(=O)CN1C(=O)NC2(CCOc3ccccc32)C1=O (stereo not drawn)	-1.42	i
COC(=O)c1cc(Oc2ccc(C(=O)OC)cc2N)cc(C(=O)OC)c1	0.34	i
COCCCNC(=S)Nc1ccc2c(c1)OCCO2	1.81	i
COc1ccc(S(=O)(=O)N2CCC(C(=O)Nc3cc(Cl)ccc3N3CCOCC3)CC2)cc1OC	-1.09	i
CC(C)OC(=O)CSc1nnc(-c2ccc(C(C)(C)C)cc2)n1N	-0.17	i
Cc1ccccc1Cn1c(C)nc2ccccc21	1.35	i
N=c1n(CCN2CCOCC2)c2ccccc2n1CC(O)COc1ccccc1 (stereo not drawn)	-2.16	i
Cc1cc2cc(CCNC(=O)c3cccs3)c(=O)[nH]c2cc1C	0.03	i
CC(C)C[C@H](NC(=O)N1CCn2c1nc1ccccc12)C(=O)N[C@@H](Cc1ccccc1)C(=O)O	-0.95	i
C=C(C)COc1ccc(-c2nc(N)ncc2Oc2ccc(OC)cc2)c(O)c1	-0.31	i
Cc1ccccc1CN1CCC(Oc2ccc(C(=O)NCc3ccccn3)cc2)CC1	-0.7	i
CCC(NC(=O)CCCc1ccccc1)c1ccccc1 (stereo not drawn)	-1.19	i
O=C(Cc1cccs1)Nc1ccc([N+](=O)[O-])cc1	0.21	i
CCCn1c2c(c(O)c(C(=O)NCCCN(CC)CC)c1=O)CCCC2	-2.4	i
Cc1ccccc1Nc1nc(N)nc(CSc2ccc(F)cc2)n1	-0.37	i
C=CCn1c(-c2ccco2)n[nH]c1=S	3	i

An excerpt from above in order of molecular weight, lowest first.
SMILES	Kir21 inh	KCNQ2 inh
Cc1ccccc1Cn1c(C)nc2ccccc21	1.35	i
O=C(Cc1cccs1)Nc1ccc([N+](=O)[O-])cc1	0.21	i
CCC(NC(=O)CCCc1ccccc1)c1ccccc1 (stereo not drawn)	-1.19	i
Cc1ccccc1Nc1nc(N)nc(CSc2ccc(F)cc2)n1	-0.37	i
CCCn1c2c(c(O)c(C(=O)NCCCN(CC)CC)c1=O)CCCC2	-2.4	i
C=C(C)COc1ccc(-c2nc(N)ncc2Oc2ccc(OC)cc2)c(O)c1	-0.31	i
CC(C)C[C@H](NC(=O)N1CCn2c1nc1ccccc12)C(=O)N[C@@H](Cc1ccccc1)C(=O)O	-0.95	i

Continuation:
SMILES	Kir21 inh	KCNQ2 inh
CCO[C@H]1OC(C(=O)NCc2nc3ccccc3[nH]2)=C[C@@H](c2ccccc2)[C@@H]1CCCO	0.01	i
O=C(c1ccc(Cl)cc1)c1cn[nH]c1-c1ccccc1O	-1.54	i
Cc1cccc2cc(CN(Cc3ccccc3)C(=O)N(C)C)c(=O)[nH]c12	-0.38	i
CCN1CCN(CCCNC(=O)c2ccc3c(Cl)c4c(nc3c2)CCCC4)CC1	0.07	i
CCOC(=O)c1c(NC(=O)C2C3C=CC(C3)C2(C)C(=O)O)sc2c1CCCC2 (stereo not drawn)	1.06	i
CC(c1ccco1)N(C(=O)C12CC3(C)CC(C)(CC(C)(C3)C1)C2)c1ccccn1 (stereo not drawn)	-0.98	-6.27*
Cc1ccc(S(=O)(=O)NC2=NCN(C3CCCCC3)CN2)cc1	1.62	i
CN(C(=O)c1ccc(S(=O)(=O)N2CCCCC2)cc1)C1CCS(=O)(=O)C1 (stereo not drawn)	-0.87	i
COc1ccc(CNC(=O)C(=O)NC2CC(C)(C)NC(C)(C)C2)cc1	0.31	i
O=C(CSc1nnc(NC(=O)c2ccccc2C(=O)O)s1)Nc1ccccc1Cl	0	i
Cc1ccc(C(C)NC(=O)c2cccs2)cc1C (stereo not drawn)	-0.29	i
CN(C)CCC(O)c1ccccc1 (stereo not drawn)	0.93	i
CCN1C(=O)/C(=C\c2cccs2)C(C(=O)OC)=C1C	1.81	i
NC(=O)CC(NC(=O)Cc1cccc2ccccc12)c1ccc(NCCc2ccccc2F)c([N+](=O)[O-])c1 (stereo not drawn)	0.42	i
Cc1cnc(C)c(N(C)NC(=S)Nc2ccccc2)n1	2.94	i
CN1C(c2ccccc2)=NO[C@]1(C)c1ccccc1	0	i
O=S(=O)(/N=C/c1c(O)ccc2ccccc12)c1ccccc1	0.96	i
Cc1c(C)n(CCC#N)c2ccccc12	-1.31	i
COc1ccc(C(=O)Nc2ccc(O)cc2C(=O)O)cc1	-0.69	i
COc1ccc(N2CCN(C(=O)C3CCCN(S(=O)(=O)c4ccc(F)cc4)C3)CC2)cc1 (stereo not drawn)	1.13	i
COc1nc(-c2ccccc2)c2cc(C)ccc2n1	0.07	i
Cc1ccc(C(=O)NCC(=O)OCC(=O)/C=C2\N(C)c3ccccc3C2(C)C)cc1C	-1.1	i
Cc1cc(C(=O)OCC(=O)NCc2ccc3c(c2)OCO3)c2ccccc2n1	-0.1	i
COc1ccc(N2C(=O)CC(SC(C)C)C2=O)cc1 (stereo not drawn)	0.65	i
COc1cc(CN2CCNC(=O)C2CC(=O)N(C)CCC2CCOCC2)cc(OC)c1 (stereo not drawn)	0.11	i
NC(=S)N=Nc1c(O)n(CCCl)c2ccc(Br)cc12	0.98	i
Cc1cccc(Nc2ccc(NCc3ccccc3)nn2)c1	0.88	i
CC(C)c1cc(C(C)C)c(S(=O)(=O)NNC(=O)c2ccncc2)c(C(C)C)c1	0.98	i
O=C(O)CNCC1COc2ccccc2O1 (stereo not drawn)	-0.81	i
COC(=O)c1ccc(/C=N/NC(=O)CCSc2nc3ccccc3s2)cc1	-1.91	i
O=C(NCC1OCCc2ccccc21)c1cc(COc2ccc(F)cc2Cl)on1 (stereo not drawn)	-1.93	i
CCOC(=O)CSc1nc(Cc2ccccc2)nc2ccccc12	-5.99*	i
CNC(=O)Cn1nc(-c2ccc(C)cc2)c2ccccc2c1=O	0.06	i
CCc1n[nH]c2c1C(=O)CC(C)(C)C2	-0.19	i
COc1ccc(OCCNC(=O)c2ccccc2Cl)cc1	0.96	i
Cc1cccc(N=C2NC(=O)/C(=C\c3cccs3)S2)c1	-0.98	i
O=C(/C=C/c1c(F)cccc1Cl)N1CCc2ccccc2C1	0.27	i
COc1cc2ncnc(NCCc3ccccc3)c2cc1OC	0.01	i
Cc1cc(OCC(=O)Nc2ccc(Br)cc2)cc2c1C(=O)CC(C)(C)O2	0.02	i
COC(=O)C1=C(O)/C(=C\c2ccc(CNS(=O)(=O)c3ccccc3)o2)N=C1C	-1.05	i
Fc1cccc(Cl)c1CSc1nnc(CN2CCOCC2)n1-c1ccccc1	0.91	i
COc1ccc(/C=N/Nc2cc(C)nc(-n3nc(C)cc3C)n2)cc1	-2.57	i
CCOC(=O)c1ccc(NC(=O)Nc2ccon2)cc1	-0.01	i
COc1ccc(OC)c(NC(=O)c2ccc(N3C(=O)C4CC=C(C)CC4C3=O)cc2)c1 (stereo not drawn)	0	i
CC(C)Oc1cccc(C(=O)NC(=S)Nc2cccnc2)c1	-1.24	i
CC1CC(C)CN(S(=O)(=O)c2ccc(C(C)(C)C)cc2)C1 (stereo not drawn)	2.16	i
Cc1ccc(-n2[nH]c(C)c(CCC#N)c2=O)cc1	2.36	i
